UGM FP inh: inhibitors of M. tuberculosis UDP-galactopyranose mutase; P9WIQ1; purified UGM, fluorescence polarization probe displacement; inhibition, % at 10 µM; 320,000 compounds, 0.06% hits; in the data active = inhibition above about 10%, passing the limit was not always enough
Target sequence (P9WIQ1 whole entry, looked up): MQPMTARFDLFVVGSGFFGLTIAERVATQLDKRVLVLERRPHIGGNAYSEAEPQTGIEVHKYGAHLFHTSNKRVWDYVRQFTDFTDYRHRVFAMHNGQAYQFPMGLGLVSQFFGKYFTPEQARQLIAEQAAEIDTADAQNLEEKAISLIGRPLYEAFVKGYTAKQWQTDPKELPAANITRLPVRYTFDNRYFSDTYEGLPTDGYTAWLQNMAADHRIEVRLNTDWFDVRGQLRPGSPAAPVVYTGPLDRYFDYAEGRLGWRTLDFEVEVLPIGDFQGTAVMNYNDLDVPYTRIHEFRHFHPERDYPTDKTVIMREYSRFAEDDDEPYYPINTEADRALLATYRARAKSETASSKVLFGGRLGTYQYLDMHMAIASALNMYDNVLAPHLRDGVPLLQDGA
GDH-TPI inh: inhibits GDH-TPI coupling enzymes, artifact for Mtb FBA screen; GDH-TPI coupled enzyme counterscreen, NADH absorbance; inhibition, % at 4.8 µM; 360,000 compounds, 1.2% hits; AID 588335; in the data active = inhibition above about 30%;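 also: 0% = DMSO wells and 100% = wells lacking the enzyme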
FadD28 FP inh: blocks FadD28 binding to the bisubstrate probe; inhibition, % at 12.5 µM; fluorescence polarization; 360,000 compounds, 0.22% hits; in the data active = inhibition above about 8.5%, passing the limit was not always enough
BioA inh: blocks M. tuberculosis BioA enzyme activity; AID 602481; 360,000 compounds, 0.096% hits; inhibition, % at 9.99 µM; purified M. tuberculosis BioA enzyme, plate reader; in the data active = inhibition above about 40%
Mtb FBA inh: inhibitors of M. tuberculosis fructose-bisphosphate aldolase | purified M. tuberculosis FBA, fluorescence read-out | inhibition, % at 1 µM | 360,000 compounds, 2.3% hits; in the data active = inhibition above about 27%;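 also: 0% = vehicle and 100% = reference inhibitor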
Target sequence (P9WQA3 whole entry, looked up): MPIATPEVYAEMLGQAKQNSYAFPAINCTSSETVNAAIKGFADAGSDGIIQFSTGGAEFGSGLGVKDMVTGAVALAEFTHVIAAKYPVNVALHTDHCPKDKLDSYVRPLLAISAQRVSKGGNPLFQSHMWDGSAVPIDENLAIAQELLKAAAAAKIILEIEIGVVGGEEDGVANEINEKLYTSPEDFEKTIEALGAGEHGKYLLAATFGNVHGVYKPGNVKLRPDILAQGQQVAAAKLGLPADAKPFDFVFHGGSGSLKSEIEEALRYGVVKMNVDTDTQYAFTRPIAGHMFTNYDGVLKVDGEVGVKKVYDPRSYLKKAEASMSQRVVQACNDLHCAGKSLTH
PfHsp40 yeast: rescue of PfHsp40-mediated yeast toxicity; S. cerevisiae expressing PfHsp40, growth rescue, ATP luminescence; growth rescue, % at 12.5 µM; 340,000 compounds, 0.68% hits; in the data active = growth rescue above about 28%, passing the limit was not always enough;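 also: yeast W303a lacking pdr1 and pdr3 grown in galactose medium; growth measured after three days at 30 °C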
TcdB GH inh: blocks C. difficile toxin B glycohydrolase activity. TcdB glycohydrolase enzymatic assay, plate reader. inhibition, % at 9.99 µM. 350,000 compounds, 0.24% hits; in the data active = inhibition above about 10%
Y pestis TopoI: Y. pestis Topo-I inhibition via cleavage products; 360,000 compounds, 0.064% hits; activity, % at 10 µM; Y. pestis Topo-I cleavage product accumulation, plate reader; in the data active = activity above about 50%, passing the limit was not always enough; also: inactives centre near 2
BH1578 lux ind: induces V. cholerae light production without autoinducers. V. cholerae BH1578 lux reporter, luminescence, 6 h. activation, % at 18.7 µM. 350,000 compounds, 0.16% hits. AID 588436; in the data active = activation mostly above about 9.7%, no sharp cut-off; also: not every result past the cut was called active; inactives centre near 0; reference of the scale not given here
Active calls of the source: *.

How did C=CCSC(CC)(CC)C(N)=O do in these assays?
UGM FP inh: -1.6; GDH-TPI inh: 3.6; FadD28 FP inh: -3.5; BioA inh: 0.1; Mtb FBA inh: 1.1; PfHsp40 yeast: -1.2; TcdB GH inh: 0.2; Y pestis TopoI: 2.3; BH1578 lux ind: inactive

What do the screens show for `O=S(=O)(N/N=C/c1ccc(N2CCOCC2)cc1)c1ccc(Br)cc1`?
UGM FP inh: 0.2; GDH-TPI inh: 36.4*; FadD28 FP inh: -1.4; BioA inh: -0.9; Mtb FBA inh: 1.0; PfHsp40 yeast: 1.9; TcdB GH inh: 0.2; Y pestis TopoI: -5.3; BH1578 lux ind: inactive

What do the screens show for `CC(C)COc1ccc(C(=O)Nc2ncn[nH]2)cc1`?
UGM FP inh: -3.4; GDH-TPI inh: -12.2; FadD28 FP inh: -0.6; BioA inh: -0.2; Mtb FBA inh: -0.7; PfHsp40 yeast: 1.2; TcdB GH inh: 0.8; Y pestis TopoI: -2.7; BH1578 lux ind: -0.5

What do the screens show for `CCOC(=O)Cc1csc(NC(=O)c2cc(C)cc(C)c2)n1`?
UGM FP inh: 0.9; GDH-TPI inh: -1.2; FadD28 FP inh: -3.2; BioA inh: -1.0; Mtb FBA inh: 1.6; PfHsp40 yeast: -0.2; TcdB GH inh: 1.3; Y pestis TopoI: 2.0; BH1578 lux ind: inactive

Results for CC(=O)Nc1ccc(OCCF)cc1 ?
UGM FP inh: -0.8; GDH-TPI inh: 5.1; FadD28 FP inh: -1.1; Mtb FBA inh: 2.3; PfHsp40 yeast: -0.6; TcdB GH inh: 1.4; Y pestis TopoI: 5.4; BH1578 lux ind: -0.3

How did CC(=O)N1CCCc2cc(S(=O)(=O)N3CCN(C4CCCCC4)CC3)ccc21 do in these assays?
UGM FP inh: 3.0; GDH-TPI inh: 2.6; FadD28 FP inh: 1.4; BioA inh: 1.7; Mtb FBA inh: 0.9; PfHsp40 yeast: -1.1; Y pestis TopoI: 10.5; BH1578 lux ind: inactive

Results for COc1ccccc1Nc1cc(C)nc2c(C)ccc([N+](=O)[O-])c12 ?
UGM FP inh: 1.4; GDH-TPI inh: 4.1; FadD28 FP inh: -4.1; Mtb FBA inh: -3.0; PfHsp40 yeast: -1.0; TcdB GH inh: -0.8; Y pestis TopoI: -3.3; BH1578 lux ind: -0.2

What do the screens show for `COCCn1c(SCC(=O)NC2CCCCC2)nnc1-c1ccncc1`?
UGM FP inh: -2.3; GDH-TPI inh: 4.2; BioA inh: 0.6; Mtb FBA inh: -6.0; PfHsp40 yeast: -1.1; TcdB GH inh: 1.8; Y pestis TopoI: 1.4; BH1578 lux ind: -0.5

What do the screens show for `COc1cccc(C2c3cc4c(cc3OC(NNC(N)=O)C2C)OCO4)c1O` (stereo not drawn)?
GDH-TPI inh: 9.5; FadD28 FP inh: -0.3; Mtb FBA inh: 3.6; PfHsp40 yeast: -0.5; TcdB GH inh: 2.6; Y pestis TopoI: 6.3; BH1578 lux ind: inactive

What do the screens show for `COc1ccc(-c2ccc3c(c2)C2CC3CCN2Cc2ccc(OC(F)(F)F)cc2)cc1` (stereo not drawn)?
GDH-TPI inh: -6.4; FadD28 FP inh: -3.1; BioA inh: 0.1; Mtb FBA inh: 0.6; PfHsp40 yeast: -1.6; TcdB GH inh: -0.3; Y pestis TopoI: -8.3; BH1578 lux ind: -0.1

Results for CC(C)c1cc(C(=O)Nc2ccc3c(c2)OCO3)no1 ?
UGM FP inh: -0.6; GDH-TPI inh: 10.9; FadD28 FP inh: -0.1; BioA inh: 0.9; Mtb FBA inh: -0.2; PfHsp40 yeast: 0.3; TcdB GH inh: 0.6; Y pestis TopoI: -0.8; BH1578 lux ind: -0.3

What do the screens show for `CC(=O)Nc1ccc(C(=O)OCC(=O)N(c2ccccc2)C2CCS(=O)(=O)C2)cc1` (stereo not drawn)?
UGM FP inh: 0.4; GDH-TPI inh: -9.8; FadD28 FP inh: -3.1; BioA inh: -0.3; Mtb FBA inh: 0.1; PfHsp40 yeast: -0.4; TcdB GH inh: 3.3; Y pestis TopoI: -8.5; BH1578 lux ind: inactive

How did CC1=C(C(=O)N2CCCCCC2)CC(CC(=O)NC2CCCC2)C(=O)N1Cc1ccccc1 (stereo not drawn) do in these assays?
FadD28 FP inh: -2.0; BioA inh: 1.2; Mtb FBA inh: 6.8; TcdB GH inh: 0.7

How did COc1ccc(/C=C/C(=O)c2cc(F)ccc2OC(=O)c2ccccc2OC)cc1OC do in these assays?
GDH-TPI inh: 11.3; FadD28 FP inh: -5.2; Mtb FBA inh: -0.3; PfHsp40 yeast: 1.7; TcdB GH inh: 2.8; Y pestis TopoI: 7.0

What do the screens show for `O=C(COC(=O)c1cnc(Cl)c(Cl)c1)Nc1cccc(S(=O)(=O)N2CCOCC2)c1`?
UGM FP inh: -2.9; GDH-TPI inh: 4.4; BioA inh: -0.2; Mtb FBA inh: 0.2; PfHsp40 yeast: 0.9; TcdB GH inh: 4.7; Y pestis TopoI: -1.1; BH1578 lux ind: -8.3

How did OCCC1CN(Cc2ccccc2-c2ccco2)CCN1Cc1ccsc1 (stereo not drawn) do in these assays?
UGM FP inh: -0.7; GDH-TPI inh: -3.9; FadD28 FP inh: -0.6; BioA inh: -0.2; Mtb FBA inh: 2.9; PfHsp40 yeast: -1.1; TcdB GH inh: 0.3; Y pestis TopoI: 10.0; BH1578 lux ind: 0.4

Results for O=C(Nc1ccc2c(c1)CCCN2C(=O)c1cccs1)c1ccccc1 ?
UGM FP inh: 0.0; GDH-TPI inh: 11.1; FadD28 FP inh: -3.0; BioA inh: 1.6; Mtb FBA inh: 0.1; PfHsp40 yeast: -1.0; TcdB GH inh: 1.0; Y pestis TopoI: 18.1; BH1578 lux ind: -0.3

Results for CC(C)n1ncc2c(C(=O)N3CCN(c4ccc(F)cc4)CC3)cc(-c3ccccc3)nc21 ?
UGM FP inh: -0.9; GDH-TPI inh: 9.7; FadD28 FP inh: -1.7; BioA inh: -1.1; Mtb FBA inh: -0.8; PfHsp40 yeast: 0.3; TcdB GH inh: 1.3; Y pestis TopoI: 35.8; BH1578 lux ind: inactive

How did O=C(O)Cn1nnc(-c2ccccc2)c1COc1ccccc1 do in these assays?
GDH-TPI inh: 0.0; FadD28 FP inh: -2.5; BioA inh: -1.5; Mtb FBA inh: -2.5; TcdB GH inh: 0.4; Y pestis TopoI: 0.6; BH1578 lux ind: inactive

What do the screens show for `O=C(CSc1nnc(Nc2ccccc2F)s1)NCC1CCCO1` (stereo not drawn)?
UGM FP inh: 0.1; GDH-TPI inh: 14.9; FadD28 FP inh: 0.5; Mtb FBA inh: 1.5; PfHsp40 yeast: 0.0; TcdB GH inh: 0.4; Y pestis TopoI: 5.9; BH1578 lux ind: inactive

What do the screens show for `CCN1CCCC1CNC(=O)CSCc1nc(-c2ccccc2C)oc1C` (stereo not drawn)?
UGM FP inh: 1.5; GDH-TPI inh: 1.0; FadD28 FP inh: -0.8; Mtb FBA inh: 0.9; PfHsp40 yeast: -1.6; Y pestis TopoI: 10.5; BH1578 lux ind: -0.3

How did CC(C)CC(=O)Nc1nnc(SCC(=O)NCc2ccco2)s1 do in these assays?
UGM FP inh: -0.1; GDH-TPI inh: 4.8; FadD28 FP inh: -0.9; Mtb FBA inh: -0.8; PfHsp40 yeast: -1.4; TcdB GH inh: 0.4; Y pestis TopoI: -9.1; BH1578 lux ind: inactive

Results for O=C(CN1C(=O)c2ccccc2C1=O)NCC(=O)Nc1ccccc1 ?
GDH-TPI inh: 1.4; FadD28 FP inh: -1.1; BioA inh: 0.5; Mtb FBA inh: -0.4; PfHsp40 yeast: -0.6; TcdB GH inh: -0.3; Y pestis TopoI: 11.1; BH1578 lux ind: -0.9

Results for O=C(N/N=C/c1ccccc1Cl)C1CC1 ?
UGM FP inh: 3.7; GDH-TPI inh: 7.0; FadD28 FP inh: -1.7; BioA inh: -1.3; Mtb FBA inh: 0.6; PfHsp40 yeast: -1.0; TcdB GH inh: 1.8; Y pestis TopoI: 2.1; BH1578 lux ind: 0.6

Results for COC(=O)CC1(C(=O)OC)Oc2ccc(Br)cc2C(=O)N1c1cc(Cl)cc(Cl)c1 (stereo not drawn) ?
UGM FP inh: -2.4; GDH-TPI inh: 8.8; FadD28 FP inh: -1.3; Mtb FBA inh: -2.4; PfHsp40 yeast: -0.4; TcdB GH inh: 1.9; Y pestis TopoI: -2.1; BH1578 lux ind: -0.9

What do the screens show for `CCOc1ccc(S(=O)(=O)N2CCc3cc(OC)c(OC)cc3C2)cc1`?
UGM FP inh: 2.7; GDH-TPI inh: 4.0; FadD28 FP inh: -0.6; Mtb FBA inh: -1.3; PfHsp40 yeast: -0.2; TcdB GH inh: 0.1; Y pestis TopoI: 16.1; BH1578 lux ind: inactive

Results for O=C(NC(Cc1ccccc1)C(=O)O)/C(=C/c1ccccc1)NC(=O)c1ccccc1 (stereo not drawn) ?
UGM FP inh: 2.8; GDH-TPI inh: 4.1; FadD28 FP inh: 1.5; BioA inh: 2.1; Mtb FBA inh: -0.4; PfHsp40 yeast: -1.0; Y pestis TopoI: 8.1; BH1578 lux ind: 3.3

How did COc1ccc(C)cc1NC(=S)NN1CCN(C)CC1 do in these assays?
UGM FP inh: -3.3; GDH-TPI inh: -5.8; FadD28 FP inh: -1.3; Mtb FBA inh: -0.2; PfHsp40 yeast: -1.6; TcdB GH inh: -2.0; Y pestis TopoI: 0.7; BH1578 lux ind: -0.3

How did O=C(CNC(=O)c1ccc(Cl)cc1)Nc1ccc(Br)cc1C(=O)c1ccccc1 do in these assays?
UGM FP inh: -0.3; GDH-TPI inh: 7.5; FadD28 FP inh: -1.5; Mtb FBA inh: -7.5; PfHsp40 yeast: 11.8; TcdB GH inh: 0.7; Y pestis TopoI: 15.4; BH1578 lux ind: -0.1

What do the screens show for `Cc1cc(C)cc(C(=O)Nc2nnc(SCC(=O)N3CCCc4ccccc43)s2)c1`?
UGM FP inh: -1.9; GDH-TPI inh: 11.1; FadD28 FP inh: -0.9; Mtb FBA inh: -0.6; PfHsp40 yeast: 6.8; TcdB GH inh: -0.8; Y pestis TopoI: 24.0; BH1578 lux ind: -0.6

How did Clc1ccc(C2CC(c3cccs3)n3ncnc3N2)cc1Cl (stereo not drawn) do in these assays?
UGM FP inh: -1.7; GDH-TPI inh: 4.0; FadD28 FP inh: -2.9; BioA inh: 8.9; Mtb FBA inh: 2.3; PfHsp40 yeast: -0.9; TcdB GH inh: 2.2; Y pestis TopoI: 13.0; BH1578 lux ind: -0.1

How did CC(C)c1nnc(NC(=O)C2CCN(C(=O)c3ccco3)CC2)s1 do in these assays?
UGM FP inh: 0.5; GDH-TPI inh: -9.8; FadD28 FP inh: -3.3; BioA inh: -0.8; Mtb FBA inh: -8.7; PfHsp40 yeast: -1.4; TcdB GH inh: 0.1; Y pestis TopoI: -0.8; BH1578 lux ind: -0.2

Results for Cc1ccc(CNC(=O)C2CCCN(S(=O)(=O)c3ccc(-n4cnnn4)cc3)C2)cc1 (stereo not drawn) ?
UGM FP inh: 0.1; GDH-TPI inh: 4.7; FadD28 FP inh: -3.6; BioA inh: -0.4; Mtb FBA inh: -0.7; PfHsp40 yeast: -0.5; TcdB GH inh: 0.9; Y pestis TopoI: -5.6; BH1578 lux ind: -0.1

How did COC(=O)c1c(N)nc(C)n1-c1ccc(OC)cc1 do in these assays?
UGM FP inh: -1.4; GDH-TPI inh: -3.9; FadD28 FP inh: -4.0; BioA inh: 1.6; Mtb FBA inh: -6.5; PfHsp40 yeast: 7.4; Y pestis TopoI: -9.5; BH1578 lux ind: inactive

How did COc1ccc(Cl)c(Cn2c(NCCCN(C)C)nc3c2c(=O)n(C)c(=O)n3C)c1 do in these assays?
UGM FP inh: -1.8; GDH-TPI inh: 3.4; FadD28 FP inh: -1.0; BioA inh: -1.8; Mtb FBA inh: 1.4; PfHsp40 yeast: -0.3; Y pestis TopoI: 0.2; BH1578 lux ind: -25.0

Compound activity: PubChem, several laboratories
